Avidin bead fluor: compound fluoresces at 488/530 nm on avidin beads; fluorescence (KMESF) at 10 µM; compound fluorescence 488/530 nm, flow cytometry; active compounds read high; 220,000 tested, 0.38% active; in the data active = fluorescence above about 47; also: inactives centre near 10
Rab2 wt GTP: changes GTP binding to wildtype dog Rab2A, up or down; P61105; GST-Rab2 wt beads, Bodipy-GTP binding, flow cytometry; GTP binding activity, % at 10 µM; 190,000 tested, 0.19% active;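 active = GTP binding activity at least 20 points away from 100%, either lowered or raised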;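 also: 0% = beads with excess unlabeled GTP and 100% = no-compound control corrected for plate trend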
Cdc42 wt GTP: changes GTP binding to wildtype human Cdc42. P60953. GST-Cdc42 beads, Bodipy-GTP binding, flow cytometry; actives lie on both sides. percent activity (GTP binding), % at 10 µM. 190,000 tested, 0.2% active;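 active = percent activity GTP binding at least 20 points away from the 100% baseline, either down as inhibitor or up as activator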;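 also: median bead fluorescence of bound Bodipy-FL-GTP at 100 nM; 0% = excess unlabeled GTP control and 100% = no compound control; below 100% means less GTP binding so inhibitor and above means activator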
Target sequence (P60953 whole entry, looked up): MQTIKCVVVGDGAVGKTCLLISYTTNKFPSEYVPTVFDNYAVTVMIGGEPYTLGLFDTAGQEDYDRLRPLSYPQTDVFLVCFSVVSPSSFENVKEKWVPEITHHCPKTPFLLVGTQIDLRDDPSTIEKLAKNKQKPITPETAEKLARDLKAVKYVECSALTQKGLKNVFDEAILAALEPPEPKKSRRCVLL
ABCB1 block: inhibitors of human ABCB1 transporter, ABCG2 counter-screen; 190,000 tested, 0.067% active; AID 1326; inhibition, % at 6.6 µM; CCRF-Adr cells, JC-1 efflux, flow cytometry; in the data active = inhibition above about 40%;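 also: 0% = vehicle and 100% = reference inhibitor; higher value means more JC-1 retained so stronger ABCB1 efflux block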
Mcl1-Noxa inh: Mcl-1/Noxa interaction inhibition; 220,000 tested, 1.5% active; inhibition, % at 21.7 µM; TR-FRET Mcl-1/Noxa peptide binding, 2 h;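 active = compounds that cut the protein-peptide binding signal by more than 50% relative to plate controls in a single-dose test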;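 also: His-tagged Mcl-1 with rhodamine Noxa BH3 peptide and terbium anti-His antibody; 0% = Mcl-1 plus Noxa peptide wells and 100% = peptide-only wells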
Target sequence (Q07820 whole entry, looked up): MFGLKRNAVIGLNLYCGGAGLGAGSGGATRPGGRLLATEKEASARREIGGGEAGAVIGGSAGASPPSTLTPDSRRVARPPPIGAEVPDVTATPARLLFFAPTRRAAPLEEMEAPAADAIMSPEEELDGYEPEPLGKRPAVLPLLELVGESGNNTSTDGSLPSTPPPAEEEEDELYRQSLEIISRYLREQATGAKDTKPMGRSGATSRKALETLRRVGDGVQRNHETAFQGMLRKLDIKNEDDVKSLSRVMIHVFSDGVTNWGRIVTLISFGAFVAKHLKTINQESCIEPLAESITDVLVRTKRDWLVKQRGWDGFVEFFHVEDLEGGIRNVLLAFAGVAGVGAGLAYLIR
Rac1 wt GTP bind: alters GTP binding to wildtype human Rac1; GST-Rac1 beads, fluorescent GTP binding, flow cytometry; actives lie on both sides; 0 = cold GTP competed, 100 = untreated; GTP binding activity (% of control), % at 10 µM; 190,000 tested, 0.27% active; AID 757;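 active = GTP binding activity at least 20 points away from the 100% control level, either lower or higher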
Rac1 mut GTP: human Rac1 activated mutant GTP binding change. P63000. GST-Rac1 activated beads, fluorescent GTP binding, flow cytometry; actives lie on both sides; 100% means binding = to untreated wells. percent activity (GTP binding), % at 10 µM. 190,000 tested, 0.11% active;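 active = GTP binding at least 20 percentage points away from the 100% baseline, in either direction, so actives lie on both sides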
HRas wt GTP bind: human HRas wildtype GTP binding, change in either direction. P01112. GST-Ras wt beads, Bodipy-FL-GTP binding, flow cytometry; actives lie on both sides. GTP binding activity, % at 10 µM. 190,000 tested, 0.14% active;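 active = GTP binding activity at least 20% away from the 100% baseline, either lowered as inhibitor or raised as activator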;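 also: 0% = unlabeled GTP competition control and 100% = no-compound control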
Target sequence (P01112 whole entry, looked up): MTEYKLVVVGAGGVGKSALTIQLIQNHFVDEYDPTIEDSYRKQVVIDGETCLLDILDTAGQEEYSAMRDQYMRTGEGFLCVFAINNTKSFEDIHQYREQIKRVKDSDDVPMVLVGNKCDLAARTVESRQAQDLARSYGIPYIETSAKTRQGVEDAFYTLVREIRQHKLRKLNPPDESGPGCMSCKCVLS
ABCG2 inh: blocks JC-1 efflux by human ABCG2 transporter; Q9UNQ0; IgMXP3 cells, flow cytometry; inhibition, % at 6.6 µM; AID 1325; 190,000 tested, 0.1% active;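 active = inhibition above 80%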;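 also: 0% = DMSO and 100% = nicardipine control wells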
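Read-out basis: Efflux inhibition in percent versus controls | Test system: ABCG2 IgMXP3 and barcoded ABCB1 CCRF-Adr cell mix | Quantity: 3 million cells/mL in well | Schedule: 10 min at 25 °C | Control set: Nicardipine as high control, DMSO as low control | Reagent: JC-1 as fluorescent efflux pump substrate | Signal: Flow cytometry of retained JC-1 fluorescence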
Pf gametocyte: inhibitors of late stage P. falciparum gametocyte viability. P. falciparum stage V gametocytes, ATP luminescence, 24 h. 150,000 tested, 0.065% active. inhibition, % at 10.9 µM;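 active = inhibition above the mean plus 3 SD of compounds within the control limits, set per campaign, cut at about 38% in these data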;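 also: 0% = DMSO wells and 100% = medium only without gametocytes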
Rab7 wt GTP bind: dog Rab7 wildtype GTP binding, inhibitors and activators. GST-Rab7 beads, fluorescent GTP binding, flow cytometry; actives lie on both sides; untreated = 100%, excess cold GTP = 0%. AID 758. GTP binding activity (percent of control), % at 10 µM. 190,000 tested, 0.055% active;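 active = fluorescent GTP binding to Rab7 beads changed by at least 20 points from the 100% baseline, either direction, mostly lower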;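 also: median green fluorescence of bound Bodipy-FL-GTP per Rab7 bead population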
Numbers without * were called inactive. Compounds as they come. About 2.3% of those tested had a hit in this group.

Screening COCCN1C(=O)c2ccccc2C(C(=O)NCC2CCCO2)C1c1c[nH]c2ccccc12 (stereo unspecified) returned Avidin bead fluor 30, Rab2 wt GTP 104, Cdc42 wt GTP 104, ABCB1 block 0.8, Mcl1-Noxa inh 5, Rac1 wt GTP bind 106, Rac1 mut GTP 102, HRas wt GTP bind 104, ABCG2 inh 11, Pf gametocyte 9 and Rab7 wt GTP bind 103.
For COc1cccc(/C=N/NC(=O)C(=O)N2CCCC2)c1OC the results were Avidin bead fluor 12, Rab2 wt GTP 97, Cdc42 wt GTP 98, ABCB1 block -1.3, Mcl1-Noxa inh -3, Rac1 wt GTP bind 101, Rac1 mut GTP 96, HRas wt GTP bind 97, ABCG2 inh 9 and Rab7 wt GTP bind 101.
For CCOc1cc2[nH]c(=S)n(C(C)C)c(=O)c2cc1OCC the results were Avidin bead fluor 2, Rab2 wt GTP 99, Cdc42 wt GTP 97, ABCB1 block 25, Mcl1-Noxa inh 13, Rac1 wt GTP bind 99, Rac1 mut GTP 96, HRas wt GTP bind 99, ABCG2 inh 21, Pf gametocyte 13 and Rab7 wt GTP bind 95.
Screening Cc1ccc([N+](=O)[O-])cc1N=C(c1cccc([N+](=O)[O-])c1)N1CCOCC1 returned Avidin bead fluor 12, Rab2 wt GTP 95, Cdc42 wt GTP 96, ABCB1 block -0.1, Mcl1-Noxa inh 7, Rac1 wt GTP bind 98, Rac1 mut GTP 97, HRas wt GTP bind 96, ABCG2 inh 0 and Rab7 wt GTP bind 93.
CC(=O)Nc1ccc(S(=O)(=O)N2CCN(CCCOc3cc(C)ccc3C)CC2)cc1 was read as Avidin bead fluor 6, Rab2 wt GTP 101, Cdc42 wt GTP 99, ABCB1 block 0.6, Mcl1-Noxa inh -2, Rac1 wt GTP bind 99, Rac1 mut GTP 99, HRas wt GTP bind 99, ABCG2 inh 4 and Rab7 wt GTP bind 96.
COc1ccc(-c2nc(N)n(C(=O)c3ccco3)n2)cc1 was read as Avidin bead fluor 24, Rab2 wt GTP 91, Cdc42 wt GTP 92, ABCB1 block 0.1, Mcl1-Noxa inh -21, Rac1 wt GTP bind 87, Rac1 mut GTP 90, HRas wt GTP bind 92, ABCG2 inh 4, Pf gametocyte -41 and Rab7 wt GTP bind 96.
CC1CCCC(NC(=O)Cn2cc3c(n2)CCCCC3)C1C (stereo unspecified) was read as Avidin bead fluor 10, Rab2 wt GTP 100, Cdc42 wt GTP 103, ABCB1 block -0.5, Mcl1-Noxa inh -3, Rac1 wt GTP bind 103, Rac1 mut GTP 98, HRas wt GTP bind 101, ABCG2 inh -1 and Rab7 wt GTP bind 96.
`Cc1cc(C)c(S(=O)(=O)N2CCCOC2CNC(=O)C(=O)NCCc2c[nH]c3ccccc23)c(C)c1` (stereo unspecified) gave Avidin bead fluor 14, Rab2 wt GTP 99, Cdc42 wt GTP 101, ABCB1 block 5.4, Mcl1-Noxa inh 29, Rac1 wt GTP bind 102, Rac1 mut GTP 98, HRas wt GTP bind 99, ABCG2 inh 19, Pf gametocyte 6 and Rab7 wt GTP bind 98.
CCOc1ccccc1CN1CCN(C2CCN(c3ccccc3F)CC2)CC1CCO (stereo unspecified) was read as Avidin bead fluor 11, Rab2 wt GTP 100, Cdc42 wt GTP 98, ABCB1 block 0.6, Mcl1-Noxa inh 10, Rac1 wt GTP bind 99, Rac1 mut GTP 96, HRas wt GTP bind 99, ABCG2 inh 2, Pf gametocyte -12 and Rab7 wt GTP bind 99.
For O=C(NC1CC1)c1ccc2c(c1)NC(=O)c1ccccc1S2 the results were Avidin bead fluor 80*, Rab2 wt GTP 99, Cdc42 wt GTP 104, ABCB1 block -3.1, Mcl1-Noxa inh -15, Rac1 wt GTP bind 105, Rac1 mut GTP 100, HRas wt GTP bind 101, ABCG2 inh -3 and Rab7 wt GTP bind 102.
Screening COc1cc2c(cc1OC)CN(C(=O)c1cccs1)CC2 returned Avidin bead fluor 25, Rab2 wt GTP 96, Cdc42 wt GTP 95, ABCB1 block 0.3, Mcl1-Noxa inh 19, Rac1 wt GTP bind 98, Rac1 mut GTP 94, HRas wt GTP bind 96, ABCG2 inh 3, Pf gametocyte -40 and Rab7 wt GTP bind 99.
`CC/C(=N\O)c1ccc(O)c(OC)c1` gave Avidin bead fluor 8, Rab2 wt GTP 96, Cdc42 wt GTP 101, ABCB1 block -0.1, Mcl1-Noxa inh 22, Rac1 wt GTP bind 107, Rac1 mut GTP 102, HRas wt GTP bind 99, ABCG2 inh 0 and Rab7 wt GTP bind 92.
`COc1cc(OC)cc(C(=O)N2CCN(Cc3ccccc3[N+](=O)[O-])CC2)c1` gave Avidin bead fluor 12, Rab2 wt GTP 96, Cdc42 wt GTP 95, ABCB1 block 0.0, Mcl1-Noxa inh 20, Rac1 wt GTP bind 94, Rac1 mut GTP 96, HRas wt GTP bind 93, ABCG2 inh -1, Pf gametocyte -12 and Rab7 wt GTP bind 93.
C=CCn1c(SCC(=O)NC)nc2sc3c(c2c1=O)CCC3 was read as Avidin bead fluor 9, Rab2 wt GTP 98, Cdc42 wt GTP 101, ABCB1 block 0.9, Mcl1-Noxa inh -3, Rac1 wt GTP bind 99, Rac1 mut GTP 98, HRas wt GTP bind 98, ABCG2 inh 1 and Rab7 wt GTP bind 100.
`CCn1c(SCC(=O)NC2CCCCC2)nnc1-c1cccs1` gave Avidin bead fluor 12, Rab2 wt GTP 92, Cdc42 wt GTP 95, ABCB1 block 0.6, Rac1 wt GTP bind 90, Rac1 mut GTP 94, HRas wt GTP bind 93, ABCG2 inh 5 and Rab7 wt GTP bind 92.
Screening CC(C)(O)C(=O)NN(Cc1ccccc1)c1ccccc1 returned Avidin bead fluor 5, Rab2 wt GTP 99, Cdc42 wt GTP 100, ABCB1 block 0.4, Mcl1-Noxa inh 3, Rac1 wt GTP bind 99, Rac1 mut GTP 99, HRas wt GTP bind 97, ABCG2 inh -3, Pf gametocyte -5 and Rab7 wt GTP bind 100.
`O=C(NN1CCOCC1)c1ccc(Cl)s1` gave Avidin bead fluor 11, Rab2 wt GTP 100, Cdc42 wt GTP 99, ABCB1 block 0.4, Mcl1-Noxa inh 7, Rac1 wt GTP bind 99, Rac1 mut GTP 97, HRas wt GTP bind 99, ABCG2 inh 2, Pf gametocyte 0 and Rab7 wt GTP bind 104.
For Cc1occc1-c1nnc(SCC(=O)Nc2ccccc2)n1CCc1ccccc1 the results were Avidin bead fluor 5, Rab2 wt GTP 105, Cdc42 wt GTP 103, ABCB1 block 1.1, Mcl1-Noxa inh -2, Rac1 wt GTP bind 102, Rac1 mut GTP 99, HRas wt GTP bind 101, ABCG2 inh 5 and Rab7 wt GTP bind 103.
Screening COc1ccc(C(c2nnnn2Cc2ccccc2)N2CCN(c3ccccc3)CC2)cc1 (stereo unspecified) returned Avidin bead fluor 7, Rab2 wt GTP 103, Cdc42 wt GTP 103, ABCB1 block 0.5, Mcl1-Noxa inh 28, Rac1 wt GTP bind 104, Rac1 mut GTP 101, HRas wt GTP bind 101, ABCG2 inh 0, Pf gametocyte -7 and Rab7 wt GTP bind 97.
For CC(C)N1C(=O)c2ccccc2C1C(=O)NC1CCCCCC1 (stereo unspecified) the results were Avidin bead fluor 4, Rab2 wt GTP 102, Cdc42 wt GTP 104, Mcl1-Noxa inh -13, Rac1 wt GTP bind 106, Rac1 mut GTP 102, HRas wt GTP bind 103 and Rab7 wt GTP bind 104.
Cc1nc2cc(CO)ccc2n1C was read as Avidin bead fluor 11, Rab2 wt GTP 104, Cdc42 wt GTP 107, ABCB1 block 0.1, Mcl1-Noxa inh 4, Rac1 wt GTP bind 103, Rac1 mut GTP 100, HRas wt GTP bind 104, ABCG2 inh 1 and Rab7 wt GTP bind 98.
`CC(=O)Nc1nnc(SCc2ccccc2F)s1` gave Avidin bead fluor 8, Rab2 wt GTP 101, Cdc42 wt GTP 100, ABCB1 block 0.0, Mcl1-Noxa inh 5, Rac1 wt GTP bind 102, Rac1 mut GTP 98, HRas wt GTP bind 99, ABCG2 inh 1, Pf gametocyte -31 and Rab7 wt GTP bind 99.
`O=C(CCc1nnc(Cc2ccc3c(c2)OCO3)o1)NCc1nc2ccccc2s1` gave Avidin bead fluor 12, Rab2 wt GTP 95, Cdc42 wt GTP 97, ABCB1 block 0.1, Mcl1-Noxa inh 8, Rac1 wt GTP bind 98, Rac1 mut GTP 97, HRas wt GTP bind 95, ABCG2 inh 0, Pf gametocyte 24 and Rab7 wt GTP bind 91.
COc1ccc(N2C(=O)CC3(CCCC3)CC2=O)cc1 was read as Avidin bead fluor 13, Rab2 wt GTP 101, Cdc42 wt GTP 105, ABCB1 block 0.1, Mcl1-Noxa inh 7, Rac1 wt GTP bind 107, Rac1 mut GTP 99, HRas wt GTP bind 102, ABCG2 inh 1, Pf gametocyte 5 and Rab7 wt GTP bind 105.
Screening COc1ccc(CN2CCn3nc(C(=O)NC(C)C)cc3C2=O)cc1 returned Avidin bead fluor 7, Rab2 wt GTP 99, Cdc42 wt GTP 100, ABCB1 block 41*, Mcl1-Noxa inh 10, Rac1 wt GTP bind 104, Rac1 mut GTP 96, HRas wt GTP bind 98, ABCG2 inh 0, Pf gametocyte -5 and Rab7 wt GTP bind 99.
For O=S(=O)(c1ccccc1)N1CCN(Cc2ccccc2C(F)(F)F)CC1 the results were Avidin bead fluor 17, Rab2 wt GTP 97, Cdc42 wt GTP 99, ABCB1 block 0.8, Mcl1-Noxa inh 17, Rac1 wt GTP bind 99, Rac1 mut GTP 98, HRas wt GTP bind 99, ABCG2 inh 3 and Rab7 wt GTP bind 97.
`Cc1cc(C)n(-c2nc3c(c(=O)[nH]c(=O)n3C)n2CC(O)c2ccccc2)n1` (stereo unspecified) gave Avidin bead fluor 10, Rab2 wt GTP 100, Cdc42 wt GTP 100, ABCB1 block 0.7, Mcl1-Noxa inh 7, Rac1 wt GTP bind 99, Rac1 mut GTP 97, HRas wt GTP bind 100, ABCG2 inh 1 and Rab7 wt GTP bind 102.
`CCSc1nc(O)c(C2OC(=O)c3c2ccc(OC)c3OC)c(=O)n1CC` (stereo unspecified) gave Avidin bead fluor 10, Rab2 wt GTP 100, Cdc42 wt GTP 102, ABCB1 block 0.1, Mcl1-Noxa inh 18, Rac1 wt GTP bind 101, Rac1 mut GTP 98, HRas wt GTP bind 100, ABCG2 inh 1 and Rab7 wt GTP bind 102.
For CCOc1ccc(N2CC(C(=O)NCc3ccc(C)n3C)CC2=O)cc1 (stereo unspecified) the results were Avidin bead fluor 6, Rab2 wt GTP 96, Cdc42 wt GTP 95, ABCB1 block 0.0, Mcl1-Noxa inh -1, Rac1 wt GTP bind 97, Rac1 mut GTP 97, HRas wt GTP bind 97, ABCG2 inh 0 and Rab7 wt GTP bind 98.

Screening results deposited in PubChem BioAssay by several laboratories.
